# Screening data from PubChem.
# p53ts 32C tox: qHTS Screen for Compounds that Selectively Target Cancer Cells with p53 Mutations: Cytotoxicity of p53ts Cells at the Permissive Temperature. Potency, µM (series often up to 46.1 µM), for the others: top-dose activity change, negative = cytotoxicity, most hits filed as cytotoxic. 0.93% of 130,000 active. H1299-p53A138V at 32C, ATP luminescence viability, 24 h;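 further: 0% = DMSO and -100% = full killing by reference compound; nearly all actives have a fitted effect of over 55% in size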
#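 Viability by ATPlite luminescence after 24 h compound treatment (up to 46 uM) at the permissive 32C. Cells are H1299 carrying p53 A138V. Scale runs from DMSO basal to 100 uM tamoxifen as full kill; AC50 from Hill fits.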
# IkB signaling: IkB Signaling; 0.04% of 110,000 active; ABC-DLBCL IkBa-CBG/CBR dual luciferase ratio, 4 h; response scale: scaled: untreated 0%, proteasome inhibitor 100%; Potency, µM (top dose mostly 57.1 µM), for inactives: at the highest dose IkBa stabilization activation; AID 445, 2006; active means well fitted curve in the direction sought with a large enough effect in the signal ratio, not every such curve was filed as active; inconclusive means small, poorly fitted or top-dose-only effect, or a change in a side signal; the % refers to the signal ratio;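 further: the direction sought is a rising ratio; 0% = basal untreated cells and 100% = reference inhibitor full response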
#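 Luminescence ratio of IκBα-fused green versus native red beetle luciferase in OCI-Ly3 cells, 4 h post-doxycycline with compound; red signal alone, scaled from basal (0%) to zero light (-100%), flagged nonspecific or cytotoxic effects.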
# Peg3 imprint: qHTS Assay for Compounds that Induce Erasure of Genomic Imprints | mouse ES Peg3-LacZ reporter, beta-gal luminescence, 40 h | Potency, µM (top dose mostly 60.7 µM), without a hit: at the highest dose activity change, positive = activation, usual class: activators | 0.02% of 110,000 active;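 further: 0% = negative control wells on the plate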
#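 Readout: BetaGlo luminescence (5 min, room temp) for LacZ from the normally silent maternal Peg3 allele in female Peg3LacZ-Neo ES cells. Cells 300/well, 40 h, 37C, 5% CO2. Data normalized per plate to negative controls.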
# p53ts 39C tox: qHTS Screen for Compounds that Selectively Target Cancer Cells with p53 Mutations: Cytotoxicity of p53ts Cells at the Nonpermissive Temperature; H1299-p53A138V viability at 39C, ATP luminescence, 24 h; Potency, µM (titrated, usually from 46.1 µM), without a hit: at the top dose activity change, negative = cell killing, actives largely listed as cytotoxic; 1.5% of 130,000 active; further: nearly all actives have a fitted effect of over 55% in size
# Starred values were filed as active, the others as inactive; ? = inconclusive; . = not tested or not shown; & = joins results of further samples; [ ] = remark or other dose. Unless noted, the call rests on the fitted dose curve; in most records, active means well fitted curve in the direction sought with a large enough effect; inconclusive means small, poorly fitted or top-dose-only effect, or another doubt; inactive means no such curve, though single readings can be large; an effect the other way counts as inactive or inconclusive. Unless noted, on the % scale 0 is the no-effect control and ±100 the full control effect; potency means the concentration at half of the fitted maximal effect.
SMILES,p53ts 32C tox,IkB signaling,Peg3 imprint,p53ts 39C tox
Fc1cccc(-c2nnn3c2nc(NCc2ccc4c(c2)OCO4)c2ccccc23)c1,-1%,?,-7%[10.9 µM],-11%
C[N+](C)([O-])CCC=C1c2ccccc2CCc2ccccc21,4%[9.22 µM],0.9%[11.4 µM],-16%[10.9 µM],-2%[9.22 µM]
CCCCSCCCNC(=O)c1cn(CC)c2ccc(S(=O)(=O)N3CCOCC3)cc2c1=O,3%,?,6%[10.9 µM],9%
CN(C)S(=O)(=O)N(Cc1ccc(Br)cc1)c1ccccc1,-3%,1.5%,-8%,-5%
O=C(Nc1ccc(F)cc1)c1ncn(-c2ccccc2)n1,?,?,-32%[inhibitor][10.9 µM],16µM*
Oc1[nH]c2ccccc2c1C=Nc1ccc2c(c1)OCCO2,?,?,-75%[inhibitor],13µM*
COc1ccccc1N1CCN(C(=O)c2cc(-c3ccc(Cl)c(Cl)c3)on2)CC1,-1%,-1.6%,3%,0%
CCOC(=O)CNC(=O)CSc1ncnc2c1cnn2-c1ccccc1,-11%,3.3%,-64%[inhibitor],36%[activator]
CC(=O)Nc1cc(NC(C)=O)cc(C(=O)OCC(=O)N2CC(C)OC(C)C2)c1 (configuration not stated),-2%,0.4%,5%,9%
C/C(N)=C(\C#N)C(=O)NCCc1ccccn1,-3%,-0.9%,9%,7%
C[C@H]1[C@@H](O)[C@@H](C)\C=C/C=C\C=C/C=C\C=C/C=C\C=C/[C@@H](O[C@H]2O[C@@H](C)[C@@H](O)[C@@H](N)[C@@H]2O)C[C@@H]2O[C@](O)(C[C@@H](O)C[C@@H](O)[C@@H](O)CC[C@@H](O)C[C@@H](O)CC(=O)O[C@H]1C)C[C@@H](O)[C@H]2C(=O)O (stereo in doubt),2%[20.6 µM],-1.5%[25.6 µM],13%[16.8 µM],5%[20.6 µM]
COc1ccc2c(c1)c1c(c(=O)n(-c3cccc(C)c3)c(=O)n1CC(=O)NCCC1=CCCCC1)n2C,2%,?,-12%[10.9 µM],22%
O=C(NCCCN1CCCC1=O)NC12CC3CC(CC(C3)C1)C2,-2%,-0.5%,-5%,9%
Cc1cccc(-n2nnc(C(=O)Nc3ccc(F)cc3)c2N)c1,-5%,?,-32%[inhibitor],-6%
COc1ccc(C(=O)CSc2nnc(CNC(=O)c3ccc(OC)c(OC)c3)n2C)cc1,-1%,8.2%,-9%,15%
CC1CCCCC1NS(=O)(=O)c1ccc(S(=O)(=O)N2CCN(CCC#N)CC2)cc1 (configuration not stated),-3%,0.1%,-14%,5%
N#CCCN(CCC#N)C(=O)COc1ccc(Cl)cc1Cl,-6%,0.5%,-6%,10%
O=C1c2oc3ccc(F)cc3c(=O)c2C(c2cccc([N+](=O)[O-])c2)N1CCCN1CCOCC1 (configuration not stated),-2%,?,-9%[10.9 µM],-9%
C=CCn1c(SCC(=O)Nc2cc(C)c(Cl)cc2OC)nnc1-c1ccco1,-13%,?,-22%,-25%
O=C1C=C(NCC2CCCO2)CC(c2ccccc2)C1 (configuration not stated),0%,-1.2%,2%,2%
CC(C)COP(=O)(c1ccc(N(C)C)cc1)C(O)c1ccncc1 (configuration not stated),3%,-0.4%,2%,4%
CCc1ccc(NC(=O)CN(c2ccc(OC)cc2)S(=O)(=O)c2c(C)[nH]c(=O)[nH]c2=O)cc1,11%,1.8%,-9%[10.9 µM],5%
CCOC(=O)c1c(NC(=O)c2cc(-c3ccc(OC)c(OC)c3)on2)sc(C)c1C,5%,5.0%,-7%[10.9 µM],10%
COc1ccc(OC)c(S(=O)(=O)N2CCc3ccccc32)c1,2%,0.2%,-14%,9%
CCOc1ccc(NC(=O)Cn2c(=O)n(CCCC(=O)NCCc3ccc(Cl)cc3)c(=O)c3ccccc32)cc1,13%,-1.2%,-14%[10.9 µM],?
O=C(OCC1OC2C(Oc3nc(=O)ccn32)C1O)c1ccccc1 (configuration not stated),2%,1.0%,6%,1%
CCOC(=O)C(C)Sc1nnc2ccc3ccccc3n12 (configuration not stated),-16%,-1.0%,-6%[10.9 µM],18%
Cc1cccc(NC(=O)CSc2nnc(-c3cc(C)n(-c4ccccc4)c3C)o2)c1C,?,?,-15%,?
Cc1ccc(Cl)cc1NC(=O)CSc1nc2ccccc2c2nc(-c3ccccc3)nn12,6%,-2.2%,?,-6%
CCOC(=O)c1c2n(c3ccc(O)cc13)CCC2,8%,-0.1%,-3%,-8%

# Compound profiles, from the list above. Values in the order: p53ts 32C tox	IkB signaling	Peg3 imprint	p53ts 39C tox
# CC1CCCCC1NS(=O)(=O)c1ccc(S(=O)(=O)N2CCN(CCC#N)CC2)cc1 (configuration not stated) is listed as -3%	0.1%	-14%	5%
# Cc1cccc(NC(=O)CSc2nnc(-c3cc(C)n(-c4ccccc4)c3C)o2)c1C is listed as ?	?	-15%	?

# Next part.
SMILES,p53ts 32C tox,IkB signaling,Peg3 imprint,p53ts 39C tox
COC(=O)CNC(=O)c1ccc2c(c1)S(=O)(=O)c1ccccc1C2=O,-9%,-2.0%,-8%,-4%
N#CC(C#N)=NNc1ccc2cn[nH]c2c1,0%[9.22 µM],-3.0%[11.4 µM],-25%[10.9 µM],-1%[9.22 µM]
Cc1ccc(CNC(=O)Cn2ncc3c([nH]c4ccc(C)cc43)c2=O)cc1,-3%,-3.0%,3%[10.9 µM],11%
C[C@@H](CS(=O)(=O)Cc1ccccc1)C(N)=O,6%[9.22 µM],-0.5%[11.4 µM],-10%[10.9 µM],0%[9.22 µM]
CCOC(=O)c1c(C)oc2ncnc(N3CCN(c4ccccc4F)CC3)c12,-20%,?,-10%[10.9 µM],18%
c1ccc2[nH]c(CN3CCN(c4ncnc5c4oc4ccccc45)CC3)nc2c1,-11%,?,-20%,-5%
CC(CCc1ccco1)NC(=O)Nc1cccc(F)c1 (configuration not stated),9%,?,-12%,4%
N#CCCn1c(=O)c(-c2ccc(Cl)cc2)nc2cnc(N3CCNCC3)nc21,-3%,-2.1%[11.4 µM],-42%[inhibitor],-18%
CC(C)CC(=O)Nc1c(C(=O)N2CCN(c3ccccc3F)CC2)oc2ccccc12,1%,?,-9%[10.9 µM],-6%
CCOc1ccc(-c2nc(CSCC(=O)NCc3ccc(C)cc3)c(C)o2)cc1,-1%,?,-13%[10.9 µM],-20%
C=CCNC(=O)c1c(Cl)cccc1Cl,1%,1.6%,3%,3%
CCc1ccc(OCC(=O)Nc2ccc(-c3nc4ncccc4o3)cc2)cc1,-10%,-3.3%,-11%[10.9 µM],9%
CCOC(=O)CC(Nc1nc(N2CCOCC2)nc(N2CCOCC2)n1)c1ccccc1Cl (configuration not stated),14%,2.3%,?,-7%
COc1ccc(C(NC(=O)c2ccco2)c2ccc(OC)c(OC)c2)cc1 (configuration not stated),7%,0.3%,-5%,1%
O=C(O)c1cc(S(=O)(=O)N2CCCCCC2)c(Cl)cc1Cl,-2%,0.6%,-2%,-1%
CN1CCN(CC#CCn2c3ccccc3c3ccccc32)CC1,-10%,5.3%,-9%,-22%
CCOC(=O)c1c(N)sc2c1CCCC2,7%,-1.2%,-13%,5%
Cc1ccc(C(=O)Nc2c(-c3ccccc3)nc3ccccn23)cc1,-1%,?,-10%[10.9 µM],-1%
CCCC(=Nc1ccccc1)C1=C(O)C(C(=O)OC)C(C)(C)CC1=O (configuration not stated),-6%,0.2%,-2%,5%
C#C[C@]1(O)CC[C@H]2[C@@H]3CCc4cc(O)ccc4[C@H]3CC[C@@]21C,13%[1.84 µM],12%,-15%&0%,-6%
CC(C)c1cc(-c2nc(-c3ccccc3)no2)n[nH]1,?,?,-16%[10.9 µM],?
O=C(Nc1nccs1)C1(S(=O)(=O)c2ccc(Cl)cc2)CC1,2%,-0.3%,-10%,3%
O=C(Nc1ccc(N2CCC(N3CCCCC3)CC2)c(C(=O)O)c1)c1ccccc1,3%,0.3%,?,9%
Cc1ccc(Cl)cc1NC(=O)Nc1nnc(N(C)Cc2ccccc2)s1,-2%,?,-17%[10.9 µM],-14%
CC1=CCC2CC1C2(C)C (configuration not stated),-12%[1.84 µM],-1.3%,-3%,4%
CCN(CC)C(=O)CSc1nnc(-c2ccco2)o1,-19%,.,.,4%
Cc1cc(NC(=O)c2ccccc2-c2ccccc2C(=O)O)no1,3%,-0.5%,-9%,5%
COc1cc2c(cc1OC)CN(c1ccc(-c3ccccc3OC)nn1)CC2,37%[activator],?,-40%[inhibitor],93%[activator]
CC(C(=O)NCc1cccc(Br)c1)n1ncn2cccc2c1=O (configuration not stated),?,?,-22%[10.9 µM],13µM*
COc1ccc(NC(=O)CCS(=O)(=O)c2cc3c4c(c2)CCN4C(=O)CC3)c(OC)c1,-1%,?,-16%[10.9 µM],16%
CCOC(=O)N1CCc2c(sc(NCc3ccc(OC)c(Br)c3)c2C(=O)Nc2cc(OC)ccc2OC)C1,10%,1.3%,9%[10.9 µM],1%
CCOC(=O)c1c(NC(=O)/C=C/c2ccccc2)sc2c1CCCC2,-7%,-0.4%,-9%[10.9 µM],20%
Cc1ccc(CNc2ccc(-c3nc(-c4cccnc4)no3)cc2[N+](=O)[O-])cc1,17%,?,4%[10.9 µM],-15%
O=C(NC1CCCCC1NC(=O)c1ccco1)c1ccco1 (configuration not stated),10%,6.5%,-8%,13%
CC(=O)c1ccc(NC(=O)Nc2nnc(N3CCCC(C)C3)s2)cc1 (configuration not stated),-4%,?,-14%[10.9 µM],-15%
O=C(Cn1ccc(C(F)(F)F)n1)Nc1ccc(S(=O)(=O)NCc2ccco2)cc1,15%,1.5%,-13%,5%
CCc1nnc(NC(=O)CN2CCOCC2)s1,16%,-0.2%,-3%,-1%
CCOc1ccc(CCNC(=O)Cn2nnc(-c3ccccc3Cl)n2)cc1OCC,-3%,-1.7%,9%[10.9 µM],8%
Cc1cc(=O)[nH]c(SCC(=O)N2CCCCCC2)n1,10%,0.1%,-2%,-6%
Cc1onc(-c2ccccc2)c1C(=O)n1cc(Br)cn1,13%,.,.,2%
COc1ccccc1CNc1ccnc(-c2ccc3c(c2)OCO3)n1,1%,8.8%[11.4 µM],-10%,-6%
COc1ccc(CCNC(=O)c2ccc(CS(=O)(=O)c3ccc(C)cc3)o2)cc1OC,4%,?,-9%[10.9 µM],8%
CCOc1cc(C(=O)NCCc2csc(-c3ccc(C)cc3)n2)cc(OCC)c1OCC,2%,?,4%[10.9 µM],-14%
CCOC(=O)N1CCN(C(=O)c2ccc3c(=O)n(CCOC)c(=O)[nH]c3c2)CC1,0%,-1.5%,5%,3%
COc1nc2ccccc2cc1-c1noc(-c2cccnc2)n1,6%,-1.0%,11%,3%

# Sorted by molecular weight (falling): part of the list above
SMILES,p53ts 32C tox,IkB signaling,Peg3 imprint,p53ts 39C tox
Cc1ccc(C(=O)Nc2c(-c3ccccc3)nc3ccccn23)cc1,-1%,?,-10%[10.9 µM],-1%
COc1ccc(OC)c(S(=O)(=O)N2CCc3ccccc32)c1,2%,0.2%,-14%,9%
CCOC(=O)c1c2n(c3ccc(O)cc13)CCC2,8%,-0.1%,-3%,-8%

# The results go on.
SMILES,p53ts 32C tox,IkB signaling,Peg3 imprint,p53ts 39C tox
COc1ccccc1-c1ccc2ncnc(NCCNC(C)=O)c2c1,7%,3.3%[11.4 µM],-16%,-6%
O=C(CSCc1nc2cccnc2n1C1CCCCC1)NCc1cccc(Cl)c1,-4%,-0.9%,-6%[10.9 µM],-19%
COc1ccc(C(=O)N2CCC[C@@]3(CCN(Cc4ccccc4OC)C3)C2)cc1,-12%,2.5%[11.4 µM],.,-12%
O=C(C1=C(O)C(=O)N(c2ncccn2)C1c1ccc(Cl)c(Cl)c1)c1ccco1 (configuration not stated),-13%,.,.,4%
CC12CCC(C(=O)N3CCN(c4ccccc4)CC3)(CC1=O)C2(C)C (configuration not stated),1%,-1.2%,1%,13%
Cc1oc2c(CN3CCCC3)c(O)ccc2c(=O)c1-c1ccccc1,-1%,-2.5%,-3%,3%
O=C(c1ccc(CSc2nc3ccncc3n2Cc2ccccc2F)cc1)N1CCCCCC1,-20%,?,13%[10.9 µM],-27%
COc1ccccc1CNC(=O)COc1ccccc1OC,0%,0.6%,-20%,10%
COc1cccc(-c2nccc(NCCc3c[nH]c4ccc(OC)cc34)n2)c1,?,?,?,-11%
